High-throughput results (PubChem BioAssay)
FBW7 activator: activators of human E3 ligase FBW7. AlphaScreen FBW7–phospho-cyclin E peptide binding, activator screen. normalized activity (activation), % at 26.1 µM. 650,000 tested, 0.13% active; in the data active = normalized activity above about 1.9%;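 note: purified mutant Fbw7 with reduced substrate affinity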
Target sequence (Q969H0 whole entry, looked up): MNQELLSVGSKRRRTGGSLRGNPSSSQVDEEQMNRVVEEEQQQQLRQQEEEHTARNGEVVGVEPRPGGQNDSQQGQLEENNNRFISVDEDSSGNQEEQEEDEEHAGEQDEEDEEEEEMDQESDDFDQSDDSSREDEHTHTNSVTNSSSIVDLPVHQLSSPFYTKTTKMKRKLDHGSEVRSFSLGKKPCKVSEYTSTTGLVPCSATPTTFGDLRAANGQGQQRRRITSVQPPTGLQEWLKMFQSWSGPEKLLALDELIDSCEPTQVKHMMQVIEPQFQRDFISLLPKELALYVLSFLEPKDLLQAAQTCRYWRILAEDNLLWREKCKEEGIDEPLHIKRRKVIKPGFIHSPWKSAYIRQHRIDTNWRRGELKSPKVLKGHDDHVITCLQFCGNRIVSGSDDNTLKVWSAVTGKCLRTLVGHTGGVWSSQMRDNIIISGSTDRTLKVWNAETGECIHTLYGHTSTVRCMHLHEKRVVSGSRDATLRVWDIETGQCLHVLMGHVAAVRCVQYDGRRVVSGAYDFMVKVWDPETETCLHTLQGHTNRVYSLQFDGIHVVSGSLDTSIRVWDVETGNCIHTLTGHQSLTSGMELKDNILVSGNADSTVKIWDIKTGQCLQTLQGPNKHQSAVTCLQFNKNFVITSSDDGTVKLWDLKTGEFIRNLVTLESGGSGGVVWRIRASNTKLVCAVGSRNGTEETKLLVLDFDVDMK
MITF inh: blocks human microphthalmia-associated transcription factor; O75030; AlphaScreen MITF homodimerization, bead proximity signal; inhibition, % at 2.6 µM; 650,000 tested, 0.91% active; AID 1259374; in the data active = inhibition above about 50%;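 note: 0% = vehicle wells with protein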
GPR151 activ: human GPR151 activation; Q8TDV0; PathHunter beta-arrestin GPR151 cells, luminescence; activation, % at 11.2 µM; 650,000 tested, 1% active; AID 1508602; in the data active = activation above about 4.9%;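 note: 0% = median of compound wells and 100% = cells with positive control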
Target sequence (Q8TDV0 whole entry, looked up): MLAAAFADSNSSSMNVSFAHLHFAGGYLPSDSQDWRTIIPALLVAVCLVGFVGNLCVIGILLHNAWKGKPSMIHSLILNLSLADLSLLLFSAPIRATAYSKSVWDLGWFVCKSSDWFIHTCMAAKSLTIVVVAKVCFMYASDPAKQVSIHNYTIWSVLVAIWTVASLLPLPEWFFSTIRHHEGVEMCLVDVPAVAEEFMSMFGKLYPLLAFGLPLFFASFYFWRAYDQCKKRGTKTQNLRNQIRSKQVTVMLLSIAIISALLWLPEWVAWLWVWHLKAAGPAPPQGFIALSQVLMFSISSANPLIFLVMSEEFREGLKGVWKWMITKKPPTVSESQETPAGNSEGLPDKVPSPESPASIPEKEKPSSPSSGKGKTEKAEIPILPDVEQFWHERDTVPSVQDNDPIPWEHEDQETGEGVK
TEAD-YAP block: TEAD-YAP interaction inhibition; HEK-TIYL cells, TEAD-Gal4/YAP UAS-luciferase luminescence; inhibition, % at 9.12 µM; AID 1259422; 640,000 tested, 1.4% active; in the data active = inhibition above about 32%;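 note: 0% = median of test compound wells and 100% = reference inhibitor wells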
Numbers without * were called inactive. Random draw from the library; overall some 3.4% were active at least once.

Preview, 16 compounds:
SMILES | FBW7 activator | MITF inh | GPR151 activ | TEAD-YAP block
COc1cc(C2C(C(=O)OCc3ccccc3)=C(C)NC3=C2C(=O)CC(c2ccccc2)C3)ccc1O (stereo not given) | 1.0 | 5 | 0.1 | 23
O=C(CN1CCN(C2c3ccccc3-c3ccccc32)CC1)c1ccc(F)cc1 | 0.5 | 15 | 0.4 | -5
CC1CCCC(C)N1/N=C/C=C/c1ccccc1[N+](=O)[O-] (stereo not given) | -0.4 | 30 | -0.9 | -1
CCc1ccccc1OCC(=O)Nc1ccc([N+](=O)[O-])cc1 | -0.2 | -2 | -1.1 | -30
Cc1ccc(NC(=O)CSc2nc3[nH]ncc3c(=O)n2-c2cccc(Cl)c2C)cc1Cl | 0.1 | 19 | -0.3 | 24
Fc1cc(F)c2nc(N3CCCCC3)sc2c1 | 0.0 | -6 | 0.2 | -41
COc1ccc(Cn2c(C)cn3c4c(=O)n(Cc5ccccc5F)c(=O)n(C)c4nc23)cc1 | -0.1 | -12 | 0.5 | 3
CC(C)=CCN1CCN(Cc2ccc3cccc(F)c3n2)CC1CCO (stereo not given) | 0.0 | -1 | -0.4 | -5
COc1ccc2c(c1)c1nnc(SCC(=O)NC3CCCCC3)nc1n2C | 0.6 | 9 | -0.8 | 3
CCc1ccc(C2=CC(c3cccc(F)c3)n3nnnc3N2)cc1 (stereo not given) | 0.0 | 6 | 0.0 | 4
Cc1ccc(NC(=O)CCc2c(C)nc3nc(C)nn3c2C)cc1 | 0.0 | -1 | 1.0 | 4
CCOc1cc(/C=C2\SC(N3CCC(C)CC3)=NC2=O)ccc1O | -0.2 | 5 | 1.5 | -19
CCc1ccc(CNCc2c(C(=O)N(C)Cc3ccccc3)nc3ccccn23)nc1 | -0.1 | 4 | -0.3 | 1
O=C1CCCN1CCn1cnc2c(NCCc3ccc(O)cc3)nc(Nc3nccc4ccccc34)nc21 | -0.1 | 8 | -0.5 | 9
CCN(CCCNC(=O)c1nn(-c2ccc(OC)cc2OC)c(=O)c2ccccc12)c1ccccc1 | 0.1 | 13 | 0.7 | -5
COCCN(C(=O)CNC(=O)c1ccco1)C(C(=O)NC1CCCC1)c1ccccc1F (stereo not given) | 0.2 | -2 | 0.0 | 11

The whole of this part (from the top)
SMILES | FBW7 activator | MITF inh | GPR151 activ | TEAD-YAP block
COc1cc(C2C(C(=O)OCc3ccccc3)=C(C)NC3=C2C(=O)CC(c2ccccc2)C3)ccc1O (stereo not given) | 1.0 | 5 | 0.1 | 23
O=C(CN1CCN(C2c3ccccc3-c3ccccc32)CC1)c1ccc(F)cc1 | 0.5 | 15 | 0.4 | -5
CC1CCCC(C)N1/N=C/C=C/c1ccccc1[N+](=O)[O-] (stereo not given) | -0.4 | 30 | -0.9 | -1
CCc1ccccc1OCC(=O)Nc1ccc([N+](=O)[O-])cc1 | -0.2 | -2 | -1.1 | -30
Cc1ccc(NC(=O)CSc2nc3[nH]ncc3c(=O)n2-c2cccc(Cl)c2C)cc1Cl | 0.1 | 19 | -0.3 | 24
Fc1cc(F)c2nc(N3CCCCC3)sc2c1 | 0.0 | -6 | 0.2 | -41
COc1ccc(Cn2c(C)cn3c4c(=O)n(Cc5ccccc5F)c(=O)n(C)c4nc23)cc1 | -0.1 | -12 | 0.5 | 3
CC(C)=CCN1CCN(Cc2ccc3cccc(F)c3n2)CC1CCO (stereo not given) | 0.0 | -1 | -0.4 | -5
COc1ccc2c(c1)c1nnc(SCC(=O)NC3CCCCC3)nc1n2C | 0.6 | 9 | -0.8 | 3
CCc1ccc(C2=CC(c3cccc(F)c3)n3nnnc3N2)cc1 (stereo not given) | 0.0 | 6 | 0.0 | 4
Cc1ccc(NC(=O)CCc2c(C)nc3nc(C)nn3c2C)cc1 | 0.0 | -1 | 1.0 | 4
CCOc1cc(/C=C2\SC(N3CCC(C)CC3)=NC2=O)ccc1O | -0.2 | 5 | 1.5 | -19
CCc1ccc(CNCc2c(C(=O)N(C)Cc3ccccc3)nc3ccccn23)nc1 | -0.1 | 4 | -0.3 | 1
O=C1CCCN1CCn1cnc2c(NCCc3ccc(O)cc3)nc(Nc3nccc4ccccc34)nc21 | -0.1 | 8 | -0.5 | 9
CCN(CCCNC(=O)c1nn(-c2ccc(OC)cc2OC)c(=O)c2ccccc12)c1ccccc1 | 0.1 | 13 | 0.7 | -5
COCCN(C(=O)CNC(=O)c1ccco1)C(C(=O)NC1CCCC1)c1ccccc1F (stereo not given) | 0.2 | -2 | 0.0 | 11
CN1CCN(C(CNS(=O)(=O)c2cccc(F)c2)c2ccc3c(c2)CCN3C)CC1 (stereo not given) | 0.0 | 59* | 1.1 | 7
COc1cccc(C(=O)Nc2ccc(-c3nnn(CC(=O)NCc4ccccc4)n3)cc2)c1 | 0.2 | 1 | 0.5 | 0
O=C(C1CCCN(Cc2cccnc2)C1)N1CCCCC1 (stereo not given) | 0.0 | 104* | 0.6 | 10
COc1ccc(-c2nc3c4c5c(sc4ncn3n2)CCCCC5)cc1OC | 0.0 | -7 | -0.4 | 8
CC(=O)c1cc(Cl)ccc1OCC(=O)NC(C)(C)C | 0.1 | 1 | 2.1 | -11
CCOC(=O)c1ccccc1NC(=O)c1ccccc1NS(=O)(=O)c1ccccc1 | 0.1 | -6 | 0.9 | -6
C=CCN1C(=O)/C(=C\c2cccc(Cl)c2)C(=O)NC1=S | -0.1 | 5 | -0.2 | -4
C=C(C)C1CC=C(CN2CCN(c3ncccn3)CC2)CC1 (stereo not given) | 0.2 | 11 | -0.3 | -9
O=C1N/C(=N\S(=O)(=O)c2ccccc2)S/C1=C\c1cccc([N+](=O)[O-])c1 | -0.2 | -15 | 1.0 | -6
COc1cc(-c2nnc(SC(C)C)o2)cc(OC)c1OC | -0.1 | 4 | 1.3 | -5
COc1cccc(C2=CC(c3ccc(F)c(Br)c3)n3nnnc3N2)c1 (stereo not given) | -0.1 | -3 | 0.3 | 31
O=C1C(=O)N(c2ncc(S(=O)(=O)c3ccc([N+](=O)[O-])cc3)s2)C(c2ccc(F)cc2)/C1=C(\O)c1ccc(Cl)cc1 (stereo not given) | -0.1 | -2 | -1.6 | -13
Cc1cc2c(cc3c(=O)n(CC(=O)NC4CC4)nc(C)n32)o1 | -0.1 | -4 | 0.6 | 5
COC(=O)c1ccc(NC(=O)CCSC2CC(=O)N(c3ccccc3)C2=O)cc1 (stereo not given) | 0.0 | -4 | -1.2 | 1
Cc1nc(Nc2ccc3[nH]c(=O)[nH]c3c2)nc(Nc2ccc3[nH]c(=O)[nH]c3c2)c1[N+](=O)[O-] | 0.0 | 15 | 2.4 | 2
COc1cccc(C(=O)Nc2ccc(N3CCCC3=O)cc2)c1 | -0.1 | -6 | -10.0 | 16
COc1ccc(C)cc1-n1cnc2cc(C(=O)NC3CCCCC3C)ccc21 (stereo not given) | 0.2 | 5 | 0.2 | -1
CCN1CCN(CCCN(Cc2ccco2)C(=S)Nc2ccccc2C)CC1 | 0.7 | 7 | -1.2 | 7
COc1cc(OC)c(C#N)c(S(=O)Cc2ccccc2)c1 (stereo not given) | 0.1 | 5 | -1.0 | 3
Cc1c(Br)cc(C(=O)NC2CC(C)(C)NC(C)(C)C2)c(C)c1C | 0.0 | 14 | -0.1 | -2
CC(=O)c1ccc(NC(=O)c2ccccc2[N+](=O)[O-])cc1 | 0.1 | 5 | -0.3 | -41
CCCN(Cc1cc2cc(OC)ccc2[nH]c1=O)C(=O)CC | 0.1 | -7 | 0.2 | -52
C=CCn1c(COc2ccccc2C)nnc1SCC(N)=O | -0.2 | -10 | 0.6 | -1
O=C(Cc1cccc2ccccc12)Nc1onc2c1CCC2 | 0.4 | -2 | -0.3 | 2
O=C1NN(c2ccc(Br)cc2)C(=O)/C1=C\C=C/c1cccc([N+](=O)[O-])c1 | -0.1 | -17 | 0.2 | -10
CC(C)c1ccc(CC(=O)N(Cc2cccnc2)c2nc3ccc(F)cc3s2)cc1 | 0.3 | 13 | 0.5 | -2
COC(=O)N[C@H]1C[C@H]2C(=O)N[C@H](Cc3ccccc3)C(=O)N2C1 | 0.0 | -11 | -0.7 | -10
O=Cc1cn2c(n1)sc1ccccc12 | -0.1 | 2 | 3.8 | 0
COc1ccc(NC(=O)CN(Cc2ccc(Cl)cc2)S(C)(=O)=O)cc1 | -0.1 | 14 | -0.7 | -5
COc1ccc(Nc2ccnc3c(-c4ccc(OC)c(OC)c4)cnn23)cc1 | -0.3 | -7 | 0.3 | -10
Cc1nc(Nc2ccccc2F)c2cc(C)sc2n1 | -0.1 | 4 | -1.6 | -8
CCOc1ccc(Cl)cc1S(=O)(=O)NC(C)c1ccccc1 (stereo not given) | 0.1 | -6 | 5.1* | -9
COc1ccc(C(NC(=O)C(C)C)c2cc([N+](=O)[O-])c3cccnc3c2O)cc1 (stereo not given) | -0.6 | 17 | -1.1 | 6
COc1ccc(Nc2nc(C)c([N+](=O)[O-])c(Nc3ccc(OC)c(Cl)c3)n2)cc1Cl | 0.1 | 17 | 0.8 | 0
COc1ccccc1-n1c(CNC(=O)c2cccs2)nnc1SCC(=O)Nc1nccs1 | 0.0 | -3 | -1.1 | -5
COc1ccc(Nc2nc(NCc3cccc(C(F)(F)F)c3)c3ncn(C(C)C)c3n2)cn1 | 0.1 | 2 | -1.1 | -2
CN(C(=O)C1CCC(CNS(=O)(=O)c2cccc3cccnc23)CC1)C1CCCCC1 (stereo not given) | -0.1 | 0 | -0.2 | 19
O=C(O)c1cn2c3c(c(F)c(F)cc3c1=O)SC(=NC1CCCCC1)N2 | -0.1 | -2 | 3.8 | 20
CCOc1ccccc1Nc1nnc(C)c(=O)[nH]1 | 0.4 | 7 | -0.7 | 0
CCOc1ccccc1C(=O)NC(Nc1sc2c(c1C(N)=O)CCCC2)(C(F)(F)F)C(F)(F)F | 0.4 | 15 | -0.6 | 4
O=C(NC(=S)NNC(=O)c1cc2ccccc2o1)c1ccccc1 | -0.4 | 13 | 1.3 | -18
C=CCNC(=S)N1CCN(c2nc(C(C)C)c3c(c2C#N)CCCC3)CC1 | -0.2 | 9 | -0.8 | -3
COc1ccccc1-n1c(=O)[nH]c2c(C(N)=O)nc(C)nc21 | -0.1 | 10 | 0.9 | -2
COc1cc([N+](=O)[O-])cc2sc(NC(=O)CSc3ccccc3)nc12 | -0.1 | 10 | 0.1 | 11
(cont.)
SMILES | FBW7 activator | MITF inh | GPR151 activ | TEAD-YAP block
O=C(COc1ccc(Cl)cc1Cl)NCCCN1CCOC(c2ccccc2)C1 (stereo not given) | 0.1 | -6 | -1.2 | -1
CCN(CC)S(=O)(=O)c1cccc(C(=O)OCC(=O)c2[nH]c(C)c(C(C)=O)c2C)c1 | 0.0 | 7 | -0.5 | -2
O=C(CNC(=O)c1ccco1)N/N=C/c1ccc(Cl)cc1 | 0.2 | 4 | -0.8 | 2
CCCCOc1ccc(/C=C2/SC(N3CCOCC3)=NC2=O)cc1OCC | 0.8 | 10 | -0.1 | 4
CCOc1ncccc1C(=O)Nc1ccc(Cl)cc1 | 0.0 | 3 | 0.0 | -7
CC(=O)Nc1cccc(NC(=O)Cn2cnc3sc(C)c(C)c3c2=O)c1 | 0.0 | -9 | 0.0 | -1
Cc1cccc(NC(=S)N2CCn3cccc3C2c2cccnc2)c1 (stereo not given) | -0.1 | 4 | -0.3 | 3
Cc1ccc(N2C(=O)NC(=O)/C(=C\c3cccs3)C2=O)cc1C | 0.0 | 15 | -1.4 | 0
C=CCC(=O)NCC1Cc2cc(F)cc(-c3ccc(C(C)=O)s3)c2O1 (stereo not given) | 0.0 | 5 | -1.3 | 6
Cn1c(NCC(O)CO)nc2c1c(=O)n(Cc1ccccc1Cl)c(=O)n2C (stereo not given) | 0.2 | 10 | -0.6 | -2
O=C(O)CC(Sc1nc2sc3c(c2c(=O)[nH]1)CCCC3)C(=O)O (stereo not given) | 0.0 | -6 | -1.6 | 0
O=C(Oc1coc(CSc2nnc(NC(=O)C3CC3)s2)cc1=O)c1cccc(F)c1 | -0.1 | 1 | -1.8 | -6
COc1cc(Br)c(CN(C)CCN(C)C)cc1OC | -0.2 | -16 | 1.3 | -3
O=C(CSCC(=O)N1CCN(c2ccccc2)CC1)Nc1ccc2ccccc2c1 | 0.0 | 16 | 0.0 | 5
CC(=O)C(/C=N/c1cc(-c2ccccc2)nn1-c1ccccc1)=C(\C)O | -0.2 | 4 | 0.1 | -43
C=CCNc1nc(N)c(C(=C(C#N)C#N)c2ccc(Br)cc2)s1 | 0.2 | -4 | -0.8 | 19
Cc1ccc(Cl)c(OCCNCCO)c1 | -0.1 | 27 | -1.4 | 2
CCc1ccc(NC(=O)c2ccc(NCCc3ccccc3)c([N+](=O)[O-])c2)cc1 | 0.0 | 14 | -0.9 | 4
COc1ccc(CCNc2ncnc3c2nc(-c2c(C)nn(C)c2C)n3C(C)C)cc1 | 0.1 | 20 | 0.0 | -6
COc1cc(C2C(C(=O)OC(C)C)=C(C)NC3=C2C(=O)CCC3)ccc1O (stereo not given) | 0.0 | 26 | -0.2 | 5
CCCOCCOC(=O)C1=C(C)NC2=C(C(=O)CCC2)C1c1ccc2c(c1)OCO2 (stereo not given) | -0.1 | -6 | 1.2 | 3
CC(C)NCCOCCOc1ccc(C(C)C)cc1 | -0.1 | 38 | 0.1 | -7
COc1ccc(C2NC(=O)CS2)cc1 (stereo not given) | 0.1 | -8 | 1.2 | -1
O=C(NCc1ccccc1)C1CC(=O)N(c2ccc(OCC(=O)N3CCCC3)cc2)C1 (stereo not given) | -0.1 | 4 | 0.8 | 1
Cc1ccccc1Cn1c(C)c(CNCc2ccc(F)cc2)c(C(=O)O)c1C | -0.1 | -7 | -0.4 | 1
CCCNc1ccnc2c(-c3ccc(OC)cc3OC)cnn12 | -0.1 | -8 | -0.6 | -47
